Compound activity as filed in PubChem.
esBAF inh: SWI/SNF esBAF complex inhibition. mouse ES cells, Bmi1-luciferase knock-in reporter, 24 h; 100% = twice the neutral-well signal. reporter increase, % at 12.5 µM. 2% of 350,000 active; in the data active = activation above about 40%;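 note: 0% = median of the plate's neutral control wells and 100% = double that signal; a rise in the Bmi1 reporter signal indicates esBAF inhibition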
SIRT5 block: blocks human SIRT5 desuccinylation of peptide. inhibition, % at 15 µM. Q9NXA8. Purified SirT5, succinyl-peptide AMC, trypsin-coupled fluorescence. 1.1% of 330,000 active; in the data active = inhibition above about 15%
Target sequence (Q9NXA8 whole entry, looked up): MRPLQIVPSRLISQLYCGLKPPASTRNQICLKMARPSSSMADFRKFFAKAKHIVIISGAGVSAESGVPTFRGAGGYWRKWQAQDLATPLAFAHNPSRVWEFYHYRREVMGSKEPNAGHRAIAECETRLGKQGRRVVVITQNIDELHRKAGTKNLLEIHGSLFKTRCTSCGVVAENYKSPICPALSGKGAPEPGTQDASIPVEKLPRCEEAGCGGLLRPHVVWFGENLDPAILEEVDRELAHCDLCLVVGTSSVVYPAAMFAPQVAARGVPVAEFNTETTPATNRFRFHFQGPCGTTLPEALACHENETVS
LGR2 antag: inhibitors of bursicon-induced Drosophila LGR2 receptor cAMP signaling; HEK293 LGR2, CRE-luciferase, bursicon-stimulated, 4 h; inhibition, % at 9.99 µM; 0.35% of 380,000 active; AID 720647;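 active = drop in luminescence signal, shown as inhibition above about 50% in the replicate tests, limit read from the data, passing the limit was not always enough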;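 note: agonist challenge used bursicon conditioned medium at about half maximal strength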
S100A4 inh HTS: S100A4-myosin IIA interaction inhibition | P26447 | S100A4/TAMRA-MyoIIA peptide fluorescence polarization | 0.14% of 360,000 active | AID 652163 | inhibition, % at 10.7 µM;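 active = mean inhibition of at least 70% across replicates, with every replicate also reaching that level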
Target sequence (P26447 whole entry, looked up): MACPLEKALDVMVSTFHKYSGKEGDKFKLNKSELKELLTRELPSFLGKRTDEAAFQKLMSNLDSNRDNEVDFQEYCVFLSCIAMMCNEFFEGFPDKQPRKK
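Assay system: human S100A4 monomer with TAMRA-labelled myosin IIA peptide / Buffer or medium: Calcium-containing HEPES buffer, pH 7.2 / Reagent: TAMRA-labelled myosin IIA heavy-chain peptide probe, 5 nM / Compound: one dose per compound / Timing: polarization read 5 min after assay mix addition, stable 5–60 min / Benchmarks: neutral control DMSO, positive control TFP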
Casp6 inh: blocks human caspase-6 cleavage activity; P55212; inhibition, % at 12.5 µM; 0.53% of 350,000 active; purified caspase-6, Z-VEID-R110 cleavage fluorescence;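 active = mean inhibition across replicates at least about 35%, with every replicate also reaching that limit, limit read from the data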;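 note: 0% = median of neutral control wells and 100% = no fluorescence left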
Target sequence (P55212 24-179 limits assumed): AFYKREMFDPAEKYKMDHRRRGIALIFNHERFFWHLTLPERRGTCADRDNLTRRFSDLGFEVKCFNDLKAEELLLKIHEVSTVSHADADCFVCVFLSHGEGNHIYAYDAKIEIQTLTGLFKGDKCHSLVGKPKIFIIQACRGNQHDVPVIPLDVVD
Target sequence (P55212 194-293 limits assumed): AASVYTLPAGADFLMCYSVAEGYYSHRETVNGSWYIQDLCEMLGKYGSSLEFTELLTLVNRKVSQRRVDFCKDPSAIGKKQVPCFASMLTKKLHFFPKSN
FN deposit inh: fibronectin deposition inhibition; AH1F fibroblasts, Alexa488-fibronectin deposition fluorescence, overnight; inhibition, % at 12.6 µM; 0.086% of 350,000 active;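 active = mean inhibition across replicates of 30% or more, regardless of how many single replicates reach that level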;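 note: positive control wells lacked labelled fibronectin entirely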
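Test system: AH1F fibroblast monolayer depositing Alexa488-labelled fibronectin into matrix. Input: 10000 cells per well. Technique: fluorescence, ex 485 nm, em 525 nm. Buffer or medium: DMEM plus 2% serum, read in PBS. Timing: 1 h cell adhesion before compound, then overnight fibronectin incubation. Compound: single dose, pinned. Read-out basis: inhibition from reduced deposited-fibronectin fluorescence.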
Statin myotox sup: protects C2C12 myotubes from simvastatin toxicity; rescue of ATP level, % at 7.49 µM; ATP luminescence, 48 h; scaled: DMSO 0, geranylgeraniol control 100; 0.78% of 330,000 active;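 active = mean ATP rescue above about 67%, or every replicate alone reaching that limit, limit read from the data, passing the limit was not always enough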;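 note: myotubes were challenged with 10 µM simvastatin during compound exposure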
* hit, by the source's call; / = no result given.

Screens by letter: A = esBAF inh; B = SIRT5 block; C = LGR2 antag; D = S100A4 inh HTS; E = Casp6 inh; F = FN deposit inh; G = Statin myotox sup
CCCNC(=O)[C@@H]1[C@@H](CO)[C@@H]2Cn3c(ccc(C4=CCCC4)c3=O)[C@@H]2N1C(=O)c1cnccn1
  A: 1	B: 2	C: 11	D: -6	E: -6	F: -3	G: -17
COCC(=O)N(C)C[C@H]1Oc2ncc(C3=CCCC3)cc2C(=O)N([C@H](C)CO)C[C@H]1C
  A: 4	B: -5	C: 3	D: 0	E: -1	F: /	G: -2
O=C(C1CCN(S(=O)(=O)c2cccc3cccnc23)CC1)N1CCN(Cc2ccccc2)CC1
  A: -1	B: /	C: -6	D: 7	E: 1	F: -4	G: 0
CC(=O)C[C@H]1c2ccccc2S(=O)(=O)N1C1CCCCC1
  A: 4	B: -2	C: /	D: 3	E: -3	F: -3	G: 5
COC(=O)c1sccc1NC(=O)c1ccc(OC)cc1
  A: 76*	B: /	C: /	D: /	E: /	F: 0	G: -5
CCN(CC)C(=O)NC1CCCCCCC1
  A: -8	B: 2	C: 3	D: 1	E: -1	F: 5	G: 1
COc1cccc(C(=O)N2CCC[C@H]2C(=O)N2CCC[C@H]2C(=O)N[C@H](C)c2ccccc2)c1
  A: /	B: -1	C: 10	D: 6	E: -5	F: 9	G: /
O=C(Nc1ccc2ccccc2c1)[C@@H]1C[C@H]1[C@@H](NP(=O)(c1ccccc1)c1ccccc1)c1ccccc1
  A: -4	B: /	C: 6	D: 0	E: -1	F: -5	G: 2
CCCc1nnc(NC(=O)CS(=O)(=O)c2ccccc2)s1
  A: 8	B: 3	C: 9	D: 5	E: 3	F: 3	G: 11
COc1cc(NC(=O)c2ccco2)c(OC)cc1NC(=O)CCC(=O)Nc1cc(C)ccc1C
  A: -2	B: /	C: /	D: /	E: /	F: 0	G: 12
Cc1nn(C(C)C(=O)NCc2cccs2)c(=O)c2nn(-c3ccccc3)c(C)c12 (stereo not drawn)
  A: -2	B: -8	C: 2	D: -5	E: 2	F: 2	G: 0
Cc1ccc(OCCN(C)C(=O)c2cc(COc3ccc(F)cc3F)on2)cc1
  A: 9	B: 1	C: -9	D: -4	E: -4	F: -1	G: 4
CCOc1ccc(NC(=O)CCC(=O)c2ccc(F)cc2)cc1
  A: -3	B: 1	C: -2	D: -8	E: 2	F: 4	G: 8
O=S(=O)(NCC1CCCO1)c1ccc(NS(=O)(=O)c2ccc(F)cc2)cc1 (stereo not drawn)
  A: 1	B: -3	C: -10	D: -3	E: /	F: 13	G: 5
CC(NC(=O)c1ccc2c(=O)n3c(nc2c1)CCCCC3)c1ccccc1 (stereo not drawn)
  A: 4	B: 1	C: 4	D: 6	E: 3	F: 2	G: -12

Screens by letter: A = esBAF inh; B = SIRT5 block; C = LGR2 antag; D = S100A4 inh HTS; E = Casp6 inh; F = FN deposit inh; G = Statin myotox sup
COc1ccc(OC)c(NC(=O)CC2C(=O)NCCN2C(=O)Nc2cccc(Cl)c2)c1 (stereo not drawn)
  A: -3	B: /	C: -2	D: /	E: /	F: -2	G: -23
COC(=O)[C@@]12C[C@@H](CC(=O)NCc3ccccc3)C(=O)N(Cc3cccc4ccccc34)C1=CCC(C)(C)C2
  A: /	B: 2	C: 0	D: 2	E: 0	F: -3	G: /
COc1cccc(NC(=O)CCN2C(=O)C3CC=CCC3C2=O)c1 (stereo not drawn)
  A: 18	B: -2	C: -2	D: 1	E: -5	F: -2	G: 0
Cc1c(C(=O)Nc2cccc(S(=O)(=O)N3CCOCC3)c2)oc2ccc(Br)cc12
  A: -1	B: 0	C: 7	D: -9	E: 0	F: 8	G: 0
N#Cc1ccc(CSCC(=O)NN=C2CCCC2)cc1
  A: 1	B: -2	C: -17	D: -2	E: 19	F: 1	G: -5
COc1cccc(CCNC(=O)c2ccc(C#N)cc2)c1
  A: /	B: 1	C: /	D: -2	E: 0	F: -1	G: /
CC1=C(C(=O)OCc2ccccc2)C(c2ccccc2[N+](=O)[O-])NC(=O)N1C (stereo not drawn)
  A: 2	B: -1	C: 2	D: -1	E: 3	F: 5	G: -31
CCc1noc(C)c1C(=O)Nc1ccc(Cl)c(S(=O)(=O)N2CCCCC2)c1
  A: 4	B: -3	C: 4	D: -1	E: 2	F: 5	G: -10
CCn1c(CNC(=O)c2cccs2)n[nH]c1=S
  A: /	B: -2	C: 8	D: -5	E: 1	F: 1	G: /
COCC(=O)Nc1ccc2c(c1)[C@H]1C[C@@H](CC(=O)NCc3cc(F)ccc3F)O[C@H](CO)[C@H]1O2
  A: 6	B: /	C: -2	D: /	E: /	F: 4	G: -1
Cc1nnc(NC(=O)CCn2c(=O)oc3ccc(Cl)cc32)s1
  A: -4	B: -2	C: 4	D: -5	E: -2	F: 3	G: -3
c1ccc(Nc2cccc3c(Nc4ccccc4)cccc23)cc1
  A: 8	B: -8	C: -15	D: -15	E: 2	F: -6	G: /
CC(C)(C)c1cc(=O)[nH]c(SCc2ccccc2Cl)n1
  A: /	B: -3	C: 6	D: -3	E: -2	F: 1	G: /
O=C1CCCCCC(=O)[C@H](O)C[C@H](c2ccccc2)O1
  A: /	B: -7	C: -10	D: -2	E: 2	F: -1	G: /
O=C(C1CCCC1)N1CC(=O)N2[C@H](C1)[C@@H](c1ccc(C#Cc3cccc(F)c3)cc1)[C@@H]2CO
  A: /	B: 1	C: 20	D: 1	E: 2	F: -11	G: /

Screens by letter: A = esBAF inh; B = SIRT5 block; C = LGR2 antag; D = S100A4 inh HTS; E = Casp6 inh; F = FN deposit inh; G = Statin myotox sup
C[C@@H]1CN([C@H](C)CO)C(=O)c2cccc(NC(=O)NC3CCCCC3)c2O[C@@H]1CN(C)Cc1ccncc1
  A: 2	B: -5	C: -6	D: -1	E: -2	F: /	G: 20
O=C(Cc1cccc2ccccc12)NCC(=O)N1CCN(CC(=O)Nc2ccc(F)cc2)CC1
  A: -5	B: /	C: -3	D: -3	E: 8	F: -4	G: 3
CCc1cc(C(=O)Nc2cc(S(=O)(=O)N3CCCCC3)ccc2N2CCN(C)CC2)sc1C
  A: /	B: /	C: /	D: -5	E: 1	F: 7	G: /
CCCCCCCCc1nnc(NC(=O)c2ccco2)s1
  A: -1	B: 2	C: -13	D: 3	E: 7	F: /	G: 2
O=C(NCc1ccco1)c1cccc(Br)c1
  A: 3	B: -2	C: 4	D: -2	E: -1	F: -7	G: 7
CC1(C(=O)NS(=O)(=O)c2ccc(Cl)cc2)CCN1C(=O)c1ccco1 (stereo not drawn)
  A: -6	B: -2	C: -4	D: -8	E: 0	F: -5	G: 8
COc1ccc(Cl)cc1C(=O)Nn1cnnc1
  A: -5	B: 1	C: 8	D: 4	E: -5	F: -1	G: 1
COc1cccc(CNC(=O)C(=O)NCCC2CCCCN2S(=O)(=O)c2ccc(C)cc2)c1 (stereo not drawn)
  A: 7	B: -3	C: -2	D: -1	E: 4	F: 5	G: -23
Cc1ccc(S(=O)(=O)N2CCN(C(=O)COC(=O)c3nc(Cl)ccc3Cl)CC2)c(C)c1
  A: 5	B: -7	C: 5	D: 1	E: -1	F: 1	G: -4
O=C(CCNC(=O)c1ccc(Cl)cc1)Nc1nc2ccccc2[nH]1
  A: 3	B: 2	C: -16	D: -3	E: -3	F: 3	G: 2
CNC(=O)C[C@H]1CC[C@@H]2[C@@H](COc3ccc(NC(=O)Nc4cccc(C)c4)cc3C(=O)N2C)O1
  A: -5	B: -3	C: -15	D: -5	E: 1	F: -2	G: 26
NCCCC[C@@H]1NC(=O)c2cc([N+](=O)[O-])cc(F)c2NCCCC[C@@H](C(N)=O)NC(=O)CNC1=O
  A: /	B: /	C: 3	D: -11	E: -175	F: 12	G: /
CC1=C(C#N)C(=O)NC1(C)O (stereo not drawn)
  A: -1	B: /	C: 7	D: 1	E: -7	F: 2	G: -1
CC(C)NC(=O)N(C)C[C@H]1Oc2ccc(NS(C)(=O)=O)cc2C(=O)N([C@H](C)CO)C[C@H]1C
  A: 4	B: 0	C: -23	D: -4	E: 0	F: 0	G: -10
O=C(C[C@@H]1C[C@H]2c3cc(NS(=O)(=O)c4ccccc4)ccc3O[C@H]2[C@@H](CO)O1)NC1CCCCC1
  A: 5	B: 0	C: -9	D: -11	E: -5	F: -1	G: -1

In the list so far, these contain two or more sulfur atoms:
Screens by letter: A = esBAF inh; B = SIRT5 block; C = LGR2 antag; D = S100A4 inh HTS; E = Casp6 inh; F = FN deposit inh; G = Statin myotox sup
CCCc1nnc(NC(=O)CS(=O)(=O)c2ccccc2)s1
  A: 8	B: 3	C: 9	D: 5	E: 3	F: 3	G: 11
O=S(=O)(NCC1CCCO1)c1ccc(NS(=O)(=O)c2ccc(F)cc2)cc1 (stereo not drawn)
  A: 1	B: -3	C: -10	D: -3	E: /	F: 13	G: 5
CCn1c(CNC(=O)c2cccs2)n[nH]c1=S
  A: /	B: -2	C: 8	D: -5	E: 1	F: 1	G: /
CCc1cc(C(=O)Nc2cc(S(=O)(=O)N3CCCCC3)ccc2N2CCN(C)CC2)sc1C
  A: /	B: /	C: /	D: -5	E: 1	F: 7	G: /

The list continues:
Screens by letter: A = esBAF inh; B = SIRT5 block; C = LGR2 antag; D = S100A4 inh HTS; E = Casp6 inh; F = FN deposit inh; G = Statin myotox sup
COc1ccc2c3c([nH]c2c1)[C@H](CO)N(S(=O)(=O)c1ccc(C)cc1)CC31CCN(Cc2nccs2)CC1
  A: /	B: 6	C: -6	D: -12	E: 2	F: 7	G: /
O=C(N[C@@H]1CC[C@H](CCNS(=O)(=O)c2ccc(F)cc2)O[C@H]1CO)c1ccccn1
  A: 5	B: -1	C: -12	D: 13	E: -1	F: /	G: -5
COc1ccc(-c2nnc(SCC(=O)Nc3cccnc3Cl)n2C)cc1
  A: 2	B: -5	C: -18	D: -2	E: -1	F: -4	G: -12
CCC(CC)C(=O)Nc1ccc([N+](=O)[O-])cn1
  A: -3	B: 1	C: -7	D: 2	E: 0	F: 1	G: 5
COC(=O)N/N=C/c1ccc(-c2ccccc2Cl)o1
  A: /	B: 0	C: -27	D: -5	E: -4	F: 1	G: /
COc1cc(C2SCC(=O)N2CCc2ccc(OC)c(OC)c2)ccc1O (stereo not drawn)
  A: /	B: 9	C: 5	D: 3	E: -1	F: 6	G: /
CN(CC(=O)Nc1cc(S(=O)(=O)N2CCOCC2)ccc1Cl)C1CCS(=O)(=O)C1 (stereo not drawn)
  A: /	B: 1	C: -5	D: 7	E: -3	F: -5	G: /
COc1ccc(N2C(=O)C(CC(N)=O)N(NC(=O)CCc3ccccc3)C2=O)cc1 (stereo not drawn)
  A: /	B: -1	C: -3	D: 2	E: -1	F: -1	G: /
CCS(=O)(=O)N1CCCCN2[C@H](CO)[C@H](c3ccc(-c4ccc(C(=O)N(C)C)cc4)cc3)[C@@H]2C1
  A: 7	B: 8	C: -13	D: 7	E: 4	F: -34	G: 4
Cc1ccc(-c2csc(NC(=O)c3ccno3)n2)cc1
  A: 60*	B: /	C: /	D: /	E: /	F: 4	G: 5
Cc1ccc(/C=C/C(=O)NC2CCS(=O)(=O)C2)cc1 (stereo not drawn)
  A: /	B: 7	C: /	D: -4	E: 1	F: 9	G: /
CCOc1ccc(N(C)C(=O)CCc2nnc3ccc(NCc4ccco4)nn23)cc1
  A: -9	B: 9	C: -2	D: -3	E: 2	F: 6	G: -4
COc1ccccc1-c1ccc([C@H]2[C@@H](CO)N3CCCCN(S(=O)(=O)c4cn(C)cn4)C[C@H]23)cc1
  A: -1	B: -3	C: -8	D: 1	E: 0	F: /	G: -13
C/C(=N\NC(N)=O)c1ccccc1Cl
  A: /	B: -5	C: -5	D: -4	E: -1	F: 10	G: /

Not all compounds are listed (hit frequency here may not be typical).
